Assay outcomes deposited in PubChem BioAssay by National Center for Advancing Translational Sciences (NCATS).
TCR act = activates T cell receptor signaling; primary human leukocytes, anti-CD3, IL-2 HTRF, 48 h; AID 504894; 330,000 tested, under 10 active; Potency, µM (highest dose often 9.22 µM), for the others: at the top dose activation of IL-2 secretion, usual class: activators; also: % of control where 0% means no effect
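Activity was scored as IL-2 release from primary human leukocytes given only a TCR signal (a-CD3 beads) plus compound for 48 hr. Detection used a two-antibody HTRF format read at 665nm.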
Mito fusion yeast = inhibitors of mitochondrial division or activators of mitochondrial fusion; S. cerevisiae fusion-defective mutant growth rescue, CellTiterGlo 48 h; Potency, µM (doses to about 46.1 µM), without a hit: at the highest dose growth rescue (activation), most hits filed as activators; 0.23% of 320,000 active;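 also: potency is read from the fitted curve at half-maximal effect; % of control where 0% means no effect; nearly all actives have a fitted effect of over 45% in size; temperature-sensitive fusion mutants such as fzo1-1 at 37 °C on non-fermentable ethanol glycerol medium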
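Luminescent cell viability in 1536-well qHTS format served as the measure of rescued growth in ts fusion-mutant S. cerevisiae cultured on non-fermentable YPEG for 48 hours at 37C.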
B2AR arrestin = agonists driving beta-arrestin recruitment to human beta2-adrenergic receptor. beta-arrestin recruitment to beta2AR, cell-based reporter. Potency, µM (series often up to 46.1 µM), for the others: at the highest dose activation, usual class: activators. 0.02% of 330,000 active;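 also: potency is read from the fitted curve at half-maximal effect; 0% = DMSO controls and full agonism = EC100 isoproterenol or metaproterenol; nearly all actives have a fitted effect of over 65% in size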
Chronic BCR inh = chronic active BCR signaling inhibition | AID 493014 | 0.05% of 340,000 active | Potency, µM (series often up to 46.1 µM), for the others: at the top dose ratio change, negative = lower green/red ratio, usual class: inhibitors | ABC-DLBCL IkBa-CBG/CBR reporter, luminescence ratio, 4 h; active = well fitted inhibition curve with a large enough effect in the signal ratio, with a control signal flat, not every such curve was filed as active; inconclusive = small, poorly fitted or top-dose-only effect, or effect the other way, or a change in a side signal; the % refers to the signal ratio;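 also: potency is read from the fitted curve at half-maximal effect; plate controls were basal doxycycline-induced cells for no effect and cells given 10 µM MG132 for full effect; MG132 reads +100%, hits lower the ratio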
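Compounds up to 46 uM were incubated four hours with TMD8 cells whose green CBG68 luciferase is fused to IkappaBalpha; red CBR luminescence normalised the signal, and concentration-effect curves were fitted to fusion, red and ratio data.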
Eya2 inh = blocks the phosphatase activity of human Eya2; AID 488837; O00167; 0.006% of 330,000 active; Potency, µM (doses to about 76.9 µM), inactives show top-dose activity, negative = inhibition, most hits filed as inhibitors; recombinant Eya2, OMFP fluorescence dephosphorylation (OMFP is methylfluorescein phosphate); also: potency is read from the fitted curve at half-maximal effect; % is scaled to controls: 0 for no effect and ±100 for the full control effect
Target sequence (O00167 whole entry, looked up): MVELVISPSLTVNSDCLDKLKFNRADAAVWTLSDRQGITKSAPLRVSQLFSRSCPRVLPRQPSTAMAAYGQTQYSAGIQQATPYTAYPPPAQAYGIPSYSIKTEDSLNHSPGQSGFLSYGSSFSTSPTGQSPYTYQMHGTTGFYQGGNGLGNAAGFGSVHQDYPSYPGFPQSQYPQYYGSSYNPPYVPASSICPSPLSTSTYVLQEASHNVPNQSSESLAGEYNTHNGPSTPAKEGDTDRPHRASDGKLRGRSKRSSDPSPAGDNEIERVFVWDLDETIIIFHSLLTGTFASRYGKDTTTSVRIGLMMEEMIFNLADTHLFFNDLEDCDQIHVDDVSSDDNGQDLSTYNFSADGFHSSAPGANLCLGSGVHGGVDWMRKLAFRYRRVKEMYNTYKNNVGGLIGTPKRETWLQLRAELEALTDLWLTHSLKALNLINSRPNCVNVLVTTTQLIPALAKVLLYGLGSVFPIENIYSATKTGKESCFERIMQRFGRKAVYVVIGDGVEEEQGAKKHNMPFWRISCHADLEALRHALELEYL
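Eya2 protein (added as 0.2 uM solution) was preincubated with compound for 10 min at ambient temperature in 50 mM HEPES pH 7.5, 50 mM NaCl, 5 uM MgCl2, 0.05% BSA, 1 mM DTT. OMFP (added at 50 uM) then reacted 10 min; fluorescence read at 485/525 nm.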
TSG101-PTAP inh = blocks PTAP/TSG101 interaction to inhibit HIV-1 budding | Q99816 | Fluorescence polarization, FITC-PTAP peptide / Tsg101 binding | Potency, µM (highest dose often 115 µM), for inactives: top-dose activity change, negative = inhibition, usual class: inhibitors | 340,000 tested, under 10 active; active = well fitted inhibition curve with a large enough effect in the main read-out, with a control signal flat, not every such curve was filed as active; inconclusive = small, poorly fitted or top-dose-only effect, or effect the other way, or a change in a side signal; inactive = no such curve, though single readings can be large or run the other way; also: potency is read from the fitted curve at half-maximal effect; % of control where 0% means no effect
Target sequence (Q99816 whole entry, looked up): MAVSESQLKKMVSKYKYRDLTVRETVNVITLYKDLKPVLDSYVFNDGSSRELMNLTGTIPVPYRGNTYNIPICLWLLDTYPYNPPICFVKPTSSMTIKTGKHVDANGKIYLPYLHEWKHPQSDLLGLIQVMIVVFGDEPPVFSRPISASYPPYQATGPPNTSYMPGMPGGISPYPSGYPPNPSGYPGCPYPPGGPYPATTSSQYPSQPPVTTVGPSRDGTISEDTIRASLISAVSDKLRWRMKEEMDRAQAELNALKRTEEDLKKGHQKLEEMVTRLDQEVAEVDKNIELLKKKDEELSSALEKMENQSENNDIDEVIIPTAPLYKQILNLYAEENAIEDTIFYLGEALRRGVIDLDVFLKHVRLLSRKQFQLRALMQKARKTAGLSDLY
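Steps: Tsg101 binding domain dispensed (10 uM final), compounds pinned in DMSO, FITC-labeled PTAP-motif peptide added (50 nM final); after 20 min binding at room temperature, polarization measured.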
USP2a inh = inhibitors of human ubiquitin-specific protease USP2a. Potency, µM (doses to about 38.3 µM), without a hit: at the top dose activity change, negative = inhibition, usual class: inhibitors. AID 463254. 0.01% of 330,000 active. USP2 core, Ub-CHOP2 coupled fluorogenic reporter, 485/531;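 also: potency is read from the fitted curve at half-maximal effect; plate controls were DMSO wells for no effect and full inhibition by NEM control for full effect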
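Deubiquitinase activity read as fluorescence (485/531 nm) after Ub-CHOP2 cleavage activates the enterokinase reporter on its substrate; USP2 core 10nM, Ub-CHOP2 and substrate 25nM each, 30min compound preincubation then 60min RT; data normalized to NEM, curves fitted.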
Tb PFK inh = blocks T. brucei phosphofructokinase; O15648; T. brucei PFK, ADP-Glo luminescence; Potency, µM (highest dose often 57.5 µM), inactives show at the highest dose activity, negative = inhibition, most hits filed as inhibitors; 0.17% of 330,000 active; AID 485367;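 also: potency is read from the fitted curve at half-maximal effect; 0% = uninhibited 1x PFK enzyme wells and -100% = no-enzyme wells; nearly all actives have a fitted effect of over 60% in size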
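Luminescent ADP detection (ADP-Glo, two-step: ATP depletion then ADP-to-ATP conversion for luciferase) reported PFK activity after 45 min room-temperature reaction of 1.25 nM enzyme with 0.5 mM F6P and 0.1 mM ATP at pH 8.0.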
TSHR antagonist = antagonists of human thyroid stimulating hormone receptor. TSHR-expressing cells, TSH-stimulated cAMP HTRF, 2 h; stronger effect = lower value. 0.2% of 330,000 active. activity change, negative = inhibition, % at 11.5 µM. P16473;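 active = activity change below a set negative limit, meaning inhibition stronger than a set level, cut at about -70% in these data; inconclusive = activity change between two set negative limits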; also: % is scaled to controls: 0 for no effect and ±100 for the full control effect
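Inhibition of cAMP made by TSHR-expressing cells under TSH stimulation (4nM final, EC80; 2 h, 37 deg C) is quantified with a one-step lysis HTRF kit, anti-cAMP cryptate versus cAMP-d2.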
uPA surface inh = cell surface uPA generation inhibition | cell surface uPA generation assay, qHTS | Potency, µM (series often up to 38.3 µM), for the others: top-dose activity change, negative = inhibition, actives largely listed as inhibitors | 0.31% of 330,000 active | AID 540303; active = well fitted inhibition curve with a large enough effect; inconclusive = small, poorly fitted or top-dose-only effect; inactive = no such curve, though single readings can be large or run the other way; tested in mouse RAW 264.7 cells; also: potency is read from the fitted curve at half-maximal effect; % is scaled to controls: 0 for no effect and ±100 for the full control effect; nearly all actives have a fitted effect of over 55% in size
ELG1 DNA repair = blocks ELG1-dependent DNA repair in HEK293T cells; HEK293T ELG1-luciferase reporter, luminescence, 16 h; DNA damage induced by 5-fluorouridine; Potency, µM (titrated, usually from 46.1 µM), inactives show at the top dose activity change, negative = inhibition, actives largely listed as inhibitors; 2.3% of 330,000 active; also: potency is read from the fitted curve at half-maximal effect; % is scaled to controls: 0 for no effect and ±100 for the full control effect; nearly all actives have a fitted effect of over 55% in size
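In this reporter screen, reduction of luminescence relative to DMSO vehicle indicated activity. Compounds and 5-fluorouridine were added together to 2,000 cells per well, incubated for 16 hr at 37 °C, then developed with ONE-Glo.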
* = called active by the depositor; ? = inconclusive; / = not tested or not shown; [ ] = remark or other dose. Unless noted, calls follow the shape of the dose curve; as a rule, active = well fitted curve in the direction sought with a large enough effect; inconclusive = small, poorly fitted or top-dose-only effect, or another doubt; inactive = no such curve, though single readings can be large; an effect the other way counts as inactive or inconclusive.

SMILES	TCR act	Mito fusion yeast	B2AR arrestin	Chronic BCR inh	Eya2 inh	TSG101-PTAP inh	USP2a inh	Tb PFK inh	TSHR antagonist	uPA surface inh	ELG1 DNA repair
Cc1nc2ccccc2cc1C(=O)O	-21.8%	-2.4%	-0.1%	2.4%	1.1%	-0.9%	1.3%	1.8%	2.0	4.8%	-1.9%
Cn1cccc1C(C(=O)NC1CCCCC1)N(C(=O)Cc1cccs1)C1CC1 (configuration not stated)	-4.9%	0.6%	-0.2%	5.4%	5.2%[15.4 µM]	-1.2%	-0.1%	-1.1%	7.4	-0.6%	-0.7%
CCCCc1ccc(-n2nnnc2SCC(=O)Nc2cc(OC)c([N+](=O)[O-])cc2C)cc1	-8.4%[46.1 µM]	-1.5%	-1.6%	?	3.0%	-0.1%	2.4%	?	7.1	-4.3%	2.6%
O=C(O)CSCCC(=O)Nc1ccc(F)cc1	0.3%	1.6%	-0.7%	-0.6%	13.7%	-7.2%	2.1%	1.2%	0.3	/	-3.5%
NC(=O)c1ccccc1OCC(=O)NC12CC3CC(CC(C3)C1)C2	2.5%	0.0%	-0.5%	-9.8%	-2.8%	-2.3%	-3.6%	-3.6%	/	-6.4%	-10.8%
Cc1ccsc1CN(C)CC(=O)NCC(=O)Nc1ccc(F)c(F)c1F	3.7%	/	-0.4%	-1.2%	-12.9%	-4.0%	2.9%	3.5%	/	2.6%	3.9%
CCNC(=S)Nc1ccc(Cc2nc3ccccc3[nH]2)cc1	-0.6%	-1.0%	-0.1%	-10.5%	-14.1%	-7.2%	3.4%	-0.1%	2.7	5.5%	-7.2%
O=C(CN1CCN(c2ccc(F)cc2)CC1)NCc1ccc(Cl)cc1	4.7%	7.8%	-0.4%	?	-8.2%	0.1%	0.1%	-0.7%	0.5	1.3%	-24.8%
OCCNc1nc(Nc2ccc(Cl)c(Cl)c2)nc2ccccc12	/	-28.7%	-0.4%	?	10.1%	7.3%	-20.2%	-2.0%	-14.7	-23.2%	?
Cc1ccc2c(c1)c1c3n2CCN(C(=O)Cn2c(-c4ccccc4)noc2=O)C3CCC1 (configuration not stated)	-3.7%	?	-0.2%	?	4.4%	-1.9%	?	1.8%	15.7	/	?
COCCCNC(=O)c1cccc(OC)c1OC	3.5%	-4.4%	-0.3%	1.5%	12.1%	-5.0%	1.8%	-10.3%	11.0	0.0%	?
COc1cccc(/C=N/n2nnnc2N)c1O	19.4%	-3.9%	-1.3%	?	3.0%	2.4%	-1.1%	1.9%	26.3	-1.4%	?
O=C(Cc1nnc(NC(=O)Nc2ccccc2)s1)Nc1ccccc1	1.3%	-2.9%	-0.3%	-13.6%	-22.0%	-6.4%	7.6%	-2.1%	-4.1	7.6%	-8.2%
CC(=O)Nc1ccc(S(=O)(=O)NCCC(=O)OCC(=O)c2cccc(Br)c2)cc1	-1.0%	-10.2%	-0.2%	?	-0.6%	-6.0%	-1.6%	-0.2%	18.8	4.8%	?
CCN(Cc1ccccc1)c1ccc(N=Nc2nn(C)c(C)c2[N+](=O)[O-])cc1	7.4%[46.1 µM]	15.1%	-2.3%	?	0.0%	-1.0%	-2.6%	3.6%	-16.0	-1.3%	?
CCOC(=O)C(C)Oc1cccc2c(=O)n(CC(=O)Nc3cccc(OC)c3)ccc12 (configuration not stated)	-1.3%	2.3%	-0.3%	-0.2%	-41.8%	-2.6%	0.1%	4.8%	-4.0	8.0%	3.1%
COc1ccc(Cl)cc1NC(=S)NNC(=O)C1(C)CC1(Cl)Cl (configuration not stated)	0.2%	-2.8%	-0.1%	4.8%	3.5%	-5.7%	-0.6%	2.0%	2.1	-0.9%	-5.3%
COc1ccc(N2CC(C(=O)Nc3nc(-c4ccccc4)c(C(C)=O)s3)CC2=O)c(OC)c1 (configuration not stated)	-1.4%	-4.8%	0.0%	?	-12.3%	-0.8%	-1.3%	8.8%	/	-1.9%	-5.8%
COc1cc(NC(=O)CCC(=O)O)nc(OC)n1	2.1%	-1.1%	-0.6%	15.0%	-29.6%	-1.7%	3.6%	-2.7%	9.9	/	13.9%
CC(=O)Nc1ccc(S(=O)(=O)N2CCN(c3cc4c(cc3[N+](=O)[O-])n(C)c(=O)n4C)CC2)cc1	/	-0.1%	0.4%	-5.5%	3.0%	/	3.4%	6.0%[0.46 µM]	-14.6	?	0.0%
CC1CN(CCc2ccccc2)c2nc3c(c(=O)n(C)c(=O)n3C)n2C1 (configuration not stated)	-1.9%	2.4%	-0.4%	-0.3%	4.8%	-6.2%	0.0%	-4.4%	11.7	-15.0%	?
Cc1cc2c(=O)oc(-c3ccc(F)cc3)nc2s1	/	5.0%	-0.4%	13.4%	-3.6%	0.7%	8.4%	-2.5%	-3.6	-10.7%	?
O=C(COc1ncnc2ccccc12)c1ccc2c(c1)OCCO2	6.0%	-2.5%	0.1%	-2.0%	30.9%	-8.4%	-0.9%	0.7%	15.8	-4.6%	?
O=C(COC(=O)c1ccccc1O)Nc1ccc(N2CCOCC2)cc1	2.3%	2.9%	0.4%	?	7.3%	-6.3%	2.0%	0.1%	-8.9	0.8%	11.8%
COc1cc(O)c(CCO)c2c1C(=O)C[C@@H](C)O2	-0.8%	1.8%	6.0%	-5.7%	-5.2%	-1.0%	1.2%	-0.3%	4.2	0.3%	0.0%
CCOC(=O)C1CCN(Cc2cccc(Oc3ccc(Cl)cc3)c2)CC1	-3.6%	-4.0%	0.4%	-0.3%	-4.7%	-3.6%	3.5%	2.8%	-0.7	9.6%	-17.8%
Cc1nnc(NN)n(N)c1=O	3.3%	2.1%	0.0%	13.8%	-4.1%	0.9%	4.4%	-1.3%	13.5	-0.3%	?
CCNC(=O)c1c(NC(=O)C2COc3ccccc3O2)sc2c1CCCC2 (configuration not stated)	5.3%	2.8%	-0.4%	-1.9%	-1.7%	-5.8%	-2.1%	0.4%	-12.1	-7.3%	-3.5%
O=[N+]([O-])c1ccc(C(O)CN=Cc2ccc(O)cc2O)cc1 (configuration not stated)	3.7%	2.6%	-1.1%	-16.5%	20.7%	-1.3%	0.3%	-3.2%	-43.9	-5.1%	?
Cc1cccc(N(C(=O)c2cnc3n(c2=O)CCS3)C2CCCCC2)c1	0.1%[46.1 µM]	-4.4%	-0.3%	4.3%	5.6%	-4.7%	0.7%	3.2%	-1.1	/	-23.1%
Cc1cccc(NC(=O)C(C)Oc2ccccc2C)n1 (configuration not stated)	0.2%	6.1%	-0.3%	?	0.7%	0.3%	1.4%	-5.3%	-6.0	0.3%	6.2%
Cc1ccccc1NC(=S)NC(C)CCc1ccccc1 (configuration not stated)	3.0%[46.1 µM]	-0.2%	-0.7%	7.1%	-10.9%	-0.6%	6.3%	-0.8%	3.2	-12.2%	-15.5%
COc1cc2c(cc1OC)CN(C1CC(=O)N(c3c(C)cccc3C)C1=O)CC2 (configuration not stated)	-8.7%	-5.2%	0.3%	-0.9%	6.3%	-1.3%	5.1%	6.0%	-2.6	3.9%	-28.3%
CCOC(=O)COc1coc(CN2CCN(c3cccc(Cl)c3)CC2)cc1=O	10.7%	3.6%	-0.2%	-3.1%	-0.1%	4.2%	1.1%	0.8%	7.3	6.1%	9.6%
CCCN1CCN(C(=O)c2cn(CC(C)C)c(=O)c3cc(OC)c(OC)cc23)CC1	6.5%	-0.1%	-0.2%	-19.6%	4.8%	-9.9%	5.1%	0.3%	3.7	-4.4%	-15.8%
Cc1cc(/C=C(/C#N)C(=O)Nc2ccccc2)c(C)n1-c1cccnc1	-4.6%	0.4%	-1.0%	-0.2%	0.5%	-5.4%	-5.7%	-5.8%	-10.7	-3.9%	/
CCOC(=O)C(/C=C(\C#N)C(=O)OCC)=C(/N)N1CCN(c2c(C)cccc2C)CC1	-15.4%	-0.3%	-0.4%	0.8%	2.9%	-1.2%	2.0%	0.3%	-8.8	-1.3%	-19.3%
CC(C)OCCCNC(=O)CN1CCN(Cc2ccc(Cl)cc2)C1=O	9.1%	-5.0%	-0.5%	-1.0%	6.4%	-1.0%	0.1%	-9.0%	0.6	5.1%	-4.8%
